# Screens: PubChem BioAssay, Sanford-Burnham Center for Chemical Genomics
# mIAP block: blocks mouse intestinal alkaline phosphatase. purified mouse IAP, CDP-Star luminescence, 30 min. inhibition, % at 10 µM. actives 0.2% (n = 330,000). AID 2806;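 active = inhibition of at least 40% at 10 µM in the primary screen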;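 also: plate controls were DMSO with enzyme for no effect and no enzyme wells for full effect; values of inactives mirror those of a sister screen read the other way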
# A3G deaminase: inhibitors of human APOBEC3G DNA deaminase; Q9HC16; recombinant A3G, ssDNA deamination FAM/TAMRA fluorescence; inhibition, % at 20 µM; actives 0.28% (n = 330,000); AID 493012;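 active = inhibition of at least 40% at 20 µM, with no more than 30% in the related APOBEC3A deaminase screen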;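 also: plate controls were DMSO wells with A3G for no effect and wells lacking A3G enzyme for full effect; some compounds called inactive have numbers as strong as hits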
# Target sequence (Q9HC16 whole entry, looked up): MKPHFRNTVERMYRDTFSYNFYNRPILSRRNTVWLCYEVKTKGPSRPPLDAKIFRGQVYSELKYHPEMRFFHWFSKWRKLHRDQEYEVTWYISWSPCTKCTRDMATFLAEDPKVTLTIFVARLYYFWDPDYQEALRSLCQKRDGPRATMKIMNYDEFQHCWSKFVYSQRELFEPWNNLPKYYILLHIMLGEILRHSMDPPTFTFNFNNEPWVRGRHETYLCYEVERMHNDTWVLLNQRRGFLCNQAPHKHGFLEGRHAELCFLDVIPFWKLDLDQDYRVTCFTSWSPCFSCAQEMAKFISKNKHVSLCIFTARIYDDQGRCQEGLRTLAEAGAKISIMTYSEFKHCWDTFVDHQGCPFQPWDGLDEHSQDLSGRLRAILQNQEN
# A3A deaminase: inhibitors of human APOBEC3A DNA deaminase; actives 0.41% (n = 330,000); recombinant A3A, FAM/TAMRA ssDNA deamination fluorescence; inhibition, % at 20 µM; AID 493011;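 active = at least 40% inhibition at 20 µM here, with at most 30% in a related deaminase screen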;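 also: plate controls were A3A with DMSO for no effect and wells lacking A3A enzyme for full effect; some results filed as inactive read as strong as hits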
# NALP3 yeast inh: blocks the NALP3 inflammasome reconstituted in yeast. AID 2825. Yeast reconstituted NLRP3/ASC/caspase-1, beta-gal luminescence, 24 h. inhibition, % at 10 µM. actives 0.39% (n = 330,000);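 active = inhibition of 50% or more; inactive = inhibition below 50%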;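 also: plate controls were induced DMSO wells for no effect and uninduced yeast grown without galactose for full effect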
# hIAP activ: increases human intestinal alkaline phosphatase activity | activation factor at 10 µM | P09923 | purified human IAP, CDP-Star luminescence, 30 min; stronger effect = higher value; 1 = vehicle-only enzyme, 0 = enzyme-free background | actives 0.16% (n = 330,000) | AID 2524;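 active = activation factor of the enzyme at least 2-fold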; also: the source names both 10 and 20 µM as test concentration; values of inactives mirror those of a sister screen read the other way
# Target sequence (P09923 whole entry, looked up): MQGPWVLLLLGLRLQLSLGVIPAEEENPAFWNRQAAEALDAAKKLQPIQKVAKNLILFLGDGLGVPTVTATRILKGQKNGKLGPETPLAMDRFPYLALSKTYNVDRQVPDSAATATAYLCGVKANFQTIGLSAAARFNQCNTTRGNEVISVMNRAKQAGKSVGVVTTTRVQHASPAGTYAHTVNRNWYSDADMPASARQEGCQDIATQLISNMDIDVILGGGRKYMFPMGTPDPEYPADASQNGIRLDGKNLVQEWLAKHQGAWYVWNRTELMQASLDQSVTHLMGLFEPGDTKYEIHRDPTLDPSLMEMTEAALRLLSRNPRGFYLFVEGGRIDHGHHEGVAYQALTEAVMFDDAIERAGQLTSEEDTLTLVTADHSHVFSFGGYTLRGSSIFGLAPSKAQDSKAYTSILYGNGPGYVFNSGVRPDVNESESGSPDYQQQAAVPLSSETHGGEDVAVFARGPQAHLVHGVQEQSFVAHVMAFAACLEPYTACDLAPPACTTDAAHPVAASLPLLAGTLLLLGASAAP
# mIAP activ: mouse IAP activation. muIAP, CDP-Star luminescence, 30 min; stronger effect = higher value; 1 = vehicle-only enzyme signal, 0 = enzyme-free wells. activation factor at 10 µM. actives 0.24% (n = 330,000);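 active = activation factor of at least 2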; also: the source names both 10 and 20 µM as test concentration; values of inactives mirror those of a sister screen read the other way
#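 System: Mouse IAP enzyme | Also added: CDP-Star substrate | Dosing: Compounds dispensed in DMSO | Schedule: 30 min enzyme-substrate-compound incubation at room temperature | Technique: Chemiluminescence readout | Control set: DMSO-only wells and no-enzyme negative control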
# hIAP block: human IAP inhibition; P09923; purified IAP, CDP-Star luminescence, 30 min; inhibition, % at 10 µM; actives 0.12% (n = 330,000);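 active = inhibition reaching a set limit with compound at 10 µM in the primary screen, cut at about 35% in these data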;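 also: plate controls were DMSO wells with enzyme for no effect and no-enzyme buffer wells for full effect; values of inactives mirror those of a sister screen read the other way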
# SENP1 inh: SENP1 (human) catalytic domain inhibition | actives 0.21% (n = 360,000) | inhibition, % at 10 µM | recombinant SENP1 catalytic domain, CyPet-SUMO1-YPet FRET cleavage;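 active = inhibition at least 30% at 10 µM, raw YFP signal under a set limit, fluorescence ratio 0.5 to 1.5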;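 also: 0% = enzyme with DMSO and 100% = no enzyme wells; some results filed as inactive read as strong as hits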
#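 Assay system – human recombinant His6-tagged SENP1 catalytic domain enzyme · Input – SENP1 enzyme, 20 pM final · Buffer or medium – Tris pH 8 buffer plus EDTA, NaCl, BME, BSA, NP40, catalase · Schedule – 50 min reaction at room temperature · Technique – FRET read of cyan and yellow fluorescence · Control set – no-enzyme wells low, DMSO-plus-enzyme wells high control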
# beta cell repl: induces beta-cell replication in MIN6 cells | MIN6 cells proliferation, ATPlite luminescence, 48 h; cells starved in 0.2% serum; 100% = growth in 10% serum | proliferation, % at 10 µM | actives 0.29% (n = 330,000);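 active = compounds whose signal lies at least 3.5 SD above the mean of all wells on their plate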;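 also: 0% = DMSO-treated cells in low-serum medium and 100% = 10% serum control; some compounds called inactive have numbers as strong as hits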
# An asterisk follows results filed as active; . = not tested or not shown. Not all compounds are listed; the hit share may differ from the screen's.
# Sample of the layout, four compounds:
item	canonical_smiles	NALP3 yeast inh	hIAP activ	mIAP block	hIAP block	A3A deaminase	mIAP activ	SENP1 inh	A3G deaminase	beta cell repl
1	CCOC(=O)/C=c1\s/c(=C\c2ccc3cc(OC)ccc3c2)c(=O)n1CC(=O)NCC1CCCO1 (stereo not given)	29	1.1	3	-12	-5	0.97	-17	-7	-4
2	C#CCOc1ccc(Cl)cc1/C=C1/C(=O)ON=C1C	9	0.95	-2	5	1	1	0	-5	-2
3	COc1ccccc1-c1nn(Cc2ccccc2)cc1/C=C/C(=O)O	-8	1	0	0	2	1	2	-4	0
4	O=C(CCCN1C(=O)/C(=C\c2cccs2)SC1=S)Nc1cccnc1	-4	0.85	9	15	-1	0.91	-3	-5	3

# This part in full, from the first entry:
item	canonical_smiles	NALP3 yeast inh	hIAP activ	mIAP block	hIAP block	A3A deaminase	mIAP activ	SENP1 inh	A3G deaminase	beta cell repl
1	CCOC(=O)/C=c1\s/c(=C\c2ccc3cc(OC)ccc3c2)c(=O)n1CC(=O)NCC1CCCO1 (stereo not given)	29	1.1	3	-12	-5	0.97	-17	-7	-4
2	C#CCOc1ccc(Cl)cc1/C=C1/C(=O)ON=C1C	9	0.95	-2	5	1	1	0	-5	-2
3	COc1ccccc1-c1nn(Cc2ccccc2)cc1/C=C/C(=O)O	-8	1	0	0	2	1	2	-4	0
4	O=C(CCCN1C(=O)/C(=C\c2cccs2)SC1=S)Nc1cccnc1	-4	0.85	9	15	-1	0.91	-3	-5	3
5	CCOc1ccc2nc(SCC(=O)N(CCOC)c3c(N)n(Cc4ccccc4)c(=O)[nH]c3=O)[nH]c2c1	24	0.94	5	6	0	0.95	-1	-11	0
6	CCOC(=O)N1CCC(=NNS(=O)(=O)c2cccc([N+](=O)[O-])c2)CC1	1	0.95	4	5	-1	0.96	0	-6	-3
7	CN1C(=O)C(=O)/C(=C(/O)c2ccccc2)C1c1ccccc1 (stereo not given)	17	1.2	1	-21	-5	0.99	-1	-9	-1
8	COC(=O)CSC1=C(C#N)C(c2ccc(C)o2)CC(=O)N1 (stereo not given)	10	1.1	-1	-13	-1	1	2	-5	2
9	CC(C)(CO)NCc1cccs1	-8	0.78	12	22	-4	0.88	0	-3	-2
10	Nc1cc(OC(=O)c2ccccc2Br)nn1S(=O)(=O)c1ccccc1	-4	1.1	2	-6	-3	0.98	3	-3	-3
11	CC(C)(C)NS(=O)(=O)c1ccc(/C=C/C(=O)O)cc1	4	1.1	0	-14	3	1	3	-3	1
12	CC(C)NCC#CCOc1ccc(Cl)cc1	2	0.94	6	6	-2	0.94	1	-3	-1

item	canonical_smiles	NALP3 yeast inh	hIAP activ	mIAP block	hIAP block	A3A deaminase	mIAP activ	SENP1 inh	A3G deaminase	beta cell repl
13	CC(C)CCNC(=O)CC1C(=O)N(Cc2ccccc2)C(C)c2nc3ccccc3n21 (stereo not given)	3	0.91	3	9	2	0.97	0	-2	0
14	Cc1cc(C)nc(S/C=C/C(=O)c2ccc(F)cc2)n1	43	0.98	4	2	2	0.96	.	-7	-4
15	CN1C(=O)CC(Nc2cccc3cccc(N)c23)C1=O (stereo not given)	12	0.92	17	8	1	0.83	-7	-4	-2
16	O=C1Nc2cc(C(=O)NCCCN3CCCC3)ccc2S/C1=C/c1ccccc1F	-9	0.94	4	6	-2	0.96	-7	-1	-4
17	O=C(c1nc(SCc2ccc([N+](=O)[O-])cc2)n2ccccc12)C(F)(F)F	24	0.86	6	14	4	0.94	-4	-3	-1
18	CCOc1cc(C=O)cc(Br)c1OCC(N)=O	7	1	-10	-2	0	1.1	-1	0	0
19	Clc1cccc(-c2nc(-c3ccccn3)no2)c1	9	0.93	3	7	0	0.97	1	1	-5
20	CCn1cc([N+](=O)[O-])c(C(=O)Nc2ccn(Cc3ccccc3)n2)n1	5	0.97	-5	3	0	1	1	-12	-3
21	O=C(O)c1ccccc1-c1cn2cc(Cl)ccc2n1	5	0.97	6	3	0	0.94	-1	-5	-2
22	O=C(CCc1ccc(S(=O)(=O)N2CCOCC2)cc1)Nc1cc(Cl)ccc1N1CCOCC1	6	0.93	5	7	0	0.95	1	-8	-5
23	COc1cc(C2C(C#N)=C(N)Oc3n[nH]c(-c4cccs4)c32)cc(OC)c1O (stereo not given)	-16	0.77	32	23	5	0.68	14	3	2
24	CCN=c1sc(C(=O)OC)cc(=O)n1CC	7	1.2	-15	-16	-3	1.2	0	-4	1

item	canonical_smiles	NALP3 yeast inh	hIAP activ	mIAP block	hIAP block	A3A deaminase	mIAP activ	SENP1 inh	A3G deaminase	beta cell repl
25	O=C1c2ccccc2C2(c3ccccc3)N1CCN2C(=O)C(Cl)(Cl)Cl (stereo not given)	-1	0.89	8	11	-4	0.92	2	-10	-5
26	CCCC(=O)Nc1cc(S(=O)(=O)N2CCOCC2)ccc1N1CCCCC1	8	1.1	-4	-7	4	1	1	0	-3
27	Cc1ccc(C)c(SCC(=O)NNC(=O)c2ccccc2)c1	15	1.8	-9	-76	-1	1.1	1	-7	-3
28	CC(C)C(NC(=O)c1ccc(F)cc1)C(=O)N1CCN(C(=O)c2ccco2)CC1 (stereo not given)	3	1	1	0	-5	0.99	1	-8	6
29	COc1cccc(NC(=O)CN(C)C(=O)CC(C)c2ccccc2)c1 (stereo not given)	11	1	-8	-4	3	1.1	-1	-5	-3
30	C1COCCNCCOCCOCCOCCN1	8	1.1	-1	-7	-6	1	-1	-4	-1
31	O=C(COc1ccc(F)cc1)NCCNC(=O)COc1ccc(F)cc1	-8	1.2	-5	-19	-2	1.1	2	-7	0
32	Cc1ccc2nc(-c3ccccc3)nc(SC(C)C(=O)NCc3cccs3)c2c1 (stereo not given)	0	1	-11	-1	-4	1.1	.	-2	-3
33	Cn1c2c(c(=O)n(C)c1=O)CN(CCN1CCNCC1)CN2	23	0.98	9	2	-4	0.91	1	-4	2
34	Cc1cc(=O)c(C(=O)Nc2cccc(N3CCCC3=O)c2)nn1-c1ccccc1F	-4	0.96	5	4	-7	0.95	0	-4	1
35	O=C(Nc1nc2c(s1)CCCC2)c1cc(-c2ccccc2)nc2ccccc12	10	0.99	9	1	-2	0.91	0	-8	-4
36	O=C(c1cn(-c2ccccc2)nc1-c1ccc(F)cc1)N1CCOCC1	-13	0.91	13	9	-3	0.87	1	-3	0

# Reformatted: 2 of the compounds above
31	O=C(COc1ccc(F)cc1)NCCNC(=O)COc1ccc(F)cc1
- NALP3 yeast inh: -8
- hIAP activ: 1.2
- mIAP block: -5
- hIAP block: -19
- A3A deaminase: -2
- mIAP activ: 1.1
- SENP1 inh: 2
- A3G deaminase: -7
- beta cell repl: 0
32	Cc1ccc2nc(-c3ccccc3)nc(SC(C)C(=O)NCc3cccs3)c2c1 (stereo not given)
- NALP3 yeast inh: 0
- hIAP activ: 1
- mIAP block: -11
- hIAP block: -1
- A3A deaminase: -4
- mIAP activ: 1.1
- SENP1 inh: .
- A3G deaminase: -2
- beta cell repl: -3

# New compounds follow:
item	canonical_smiles	NALP3 yeast inh	hIAP activ	mIAP block	hIAP block	A3A deaminase	mIAP activ	SENP1 inh	A3G deaminase	beta cell repl
37	CN(CCc1cnn(C)c1)C(=O)CCc1nnc(CCCc2ccccc2)o1	-13	0.86	14	14	-2	0.86	-1	-6	-3
38	CCOC(=O)C(NC(=O)Nc1ccc(C(N)=O)cc1)(c1ccccc1)C(F)(F)F (stereo not given)	3	1	-4	0	-1	1	2	-7	-2
39	Cc1cccc(OCCCC(=O)Nc2nc3ccccc3[nH]2)c1	13	1.4	8	-36	7	0.92	1	13	0
40	O=C(OCCN(CCOC(=O)c1ccncc1)S(=O)(=O)c1cccs1)c1ccncc1	18	1.2	-4	-18	1	1	3	-4	-1
41	Cc1nn(-c2ccc(Cl)cc2Cl)c(=O)c2ccccc12	37	0.93	10	7	-2	0.9	3	0	-4
42	CC(=O)N1CCOc2ccc(S(=O)(=O)NCCc3ccc(S(N)(=O)=O)cc3)cc21	19	1.1	2	-10	-2	0.98	0	1	-2
43	CC(=O)c1ccc(NC(=O)c2ccc([N+](=O)[O-])o2)cc1	16	1	15	-2	-2	0.85	1	-6	-4
44	O=C(Nc1ccc2snnc2c1)Nc1cccc2ccccc12	17	0.91	-33	9	-3	1.3	2	-4	-4
45	C=CCNc1nc(NCC)nc(N2CCOCC2)n1	11	0.83	-4	17	3	1	3	-6	-2
46	COc1ccc(S(=O)(=O)N2CCCCCC2)cc1NC(=O)Cc1ccccc1	4	1.1	8	-10	6	0.92	1	5	-1
47	COc1cc(C(=O)COC(=O)c2c(C)noc2C)cc(OC)c1OC	10	1	-1	-3	-4	1	3	-6	-5
48	CNC(=S)Nc1cc(C(=O)N2CCCC2)ccc1N1CCCC1	17	1	-6	-3	-1	1.1	-2	-5	0

item	canonical_smiles	NALP3 yeast inh	hIAP activ	mIAP block	hIAP block	A3A deaminase	mIAP activ	SENP1 inh	A3G deaminase	beta cell repl
49	O=C(Nc1nc2c(s1)CCCC2)c1cc2n(n1)C(C(F)(F)F)CC(C1CC1)N2 (stereo not given)	23	1.7	0	-74	-1	1	1	0	-3
50	Cc1ccc(CNC(=O)CNC(=O)c2c(C)nn(C)c2Cl)cc1	-12	0.84	0	16	-2	1	0	-6	3
51	CC1CCCCC1NC(=O)c1cccc(S(=O)(=O)N2CCN(Cc3ccccc3)CC2)c1 (stereo not given)	12	1.1	-3	-5	-4	1	2	-4	-3
52	COC(=O)c1ccc(Cn2nc(-c3cc(C)ccc3C)ccc2=O)cc1	36	1	2	0	-2	0.98	2	-3	-2
53	Cc1ccc(OCC(O)Cn2c(N3CCOCC3)nc3c2c(=O)[nH]c(=O)n3C)cc1 (stereo not given)	-2	1.1	-13	-6	3	1.1	2	5	-3
54	Cc1ccc(C)c(S(=O)(=O)N2C(=S)NC(=O)C2CC(C)C)c1 (stereo not given)	-13	1	1	-3	-3	0.99	1	-5	-2
55	NC(=O)[C@@H]1CCCN1Cc1nc(-c2ccc(C(F)(F)F)cc2)no1	27	0.9	3	10	-5	0.97	0	-10	0
56	O=S(=O)(c1ccc(Cl)cc1)N1CN(CC2CCCO2)c2nc3ccccc3nc21 (stereo not given)	10	1	6	-2	-5	0.94	-4	-7	0
57	CCOC(=O)C1=C(C)N[C@@]2(O)c3ccccc3C(=O)[C@@]12O	10	0.91	9	9	5	0.91	-1	1	1
58	O=C(O)CCCC(=O)Nc1ccc(S(=O)(=O)Nc2nccs2)cc1	-3	0.91	-1	9	-1	1	2	-5	0
59	Cc1cccc(NC(=O)CN2CCN(C(=O)C3CCC3)CC2)c1C	6	0.89	1	11	-4	0.99	2	-9	1
60	Oc1c(Br)cc(Br)cc1C=Nc1cccnc1	24	0.92	12	8	-3	0.88	-27	-3	-6
61	Cc1sc2ncnc(Sc3nnnn3-c3ccc(Cl)cc3)c2c1C	16	1.1	7	-6	2	0.93	-5	-2	-6
